# Bioassay records as filed in PubChem BioAssay.
# ADAM17 inh = ADAM17 inhibitors, primary screen, biochemical, QFRET; Disintegrin and metalloproteinase domain-containing protein 17 (Homo sapiens), P78536; recombinant ADAM17, EDANS/DABCYL FRET peptide cleavage; inhibition, % at 6.95 µM; 0.83% of 370,000 active;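 active = inhibition above the mean of compounds lying between control limits plus 3 SD, set per campaign, cut at about 8.5% in these data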;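 also: 0% = DMSO-only wells as the low control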
# Target sequence (P78536 215-824 limits assumed): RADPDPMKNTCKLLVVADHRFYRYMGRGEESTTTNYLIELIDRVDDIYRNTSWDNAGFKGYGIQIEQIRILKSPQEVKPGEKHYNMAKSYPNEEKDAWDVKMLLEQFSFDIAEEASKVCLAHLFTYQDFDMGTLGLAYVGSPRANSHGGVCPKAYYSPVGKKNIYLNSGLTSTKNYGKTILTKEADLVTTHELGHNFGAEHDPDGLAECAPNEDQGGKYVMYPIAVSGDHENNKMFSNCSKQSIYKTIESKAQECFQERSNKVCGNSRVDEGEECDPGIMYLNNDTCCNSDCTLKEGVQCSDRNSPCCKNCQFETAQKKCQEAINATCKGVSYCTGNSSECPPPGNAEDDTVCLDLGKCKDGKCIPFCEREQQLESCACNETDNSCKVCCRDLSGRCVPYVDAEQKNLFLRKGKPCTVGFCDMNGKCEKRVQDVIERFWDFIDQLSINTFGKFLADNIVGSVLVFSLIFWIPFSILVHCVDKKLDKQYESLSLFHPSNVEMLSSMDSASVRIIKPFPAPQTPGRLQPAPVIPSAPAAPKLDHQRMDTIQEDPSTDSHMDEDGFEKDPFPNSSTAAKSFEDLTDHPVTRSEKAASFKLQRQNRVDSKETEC
# PLC-gamma1 inh = PLC-gamma1 enzyme inhibitors, primary screen, biochemical, fluorescence, purified enzyme; 1-phosphatidylinositol 4,5-bisphosphate phosphodiesterase gamma-1 (Homo sapiens), P19174; fluorogenic substrate; inhibition, % at 12.2 µM; 0.84% of 370,000 active; AID 720700, 2013; in the data active = inhibition above about 9.5%
# hcDAF12 agonist = H. contortus DAF-12 nuclear receptor activators, primary screen, cell-based, luminescence, HEK293, lit1-tk-luc reporter. 1.4% of 370,000 active. HEK293 hcDAF-12 lit1-tk-luc reporter; 0% DMSO, 100% Δ7-dafachronic acid. activation, % at 6.8 µM. AID 652067, 2013;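 active = activation above the mean of all tested compounds plus 3 SD, cut at about 5.5% in these data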;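 also: 100% = response to 3 µM Δ7-dafachronic acid high control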
# DAX1 inh-1 = DAX1 (NR0B1) inhibitors on StAR promoter, primary screen, cell-based, luminescence, SF-1 (NR5A1), full-length DAX-1. HEK293T StAR-luciferase reporter, SF-1/DAX-1 repression relief. inhibition, % at 6.8 µM. 1.1% of 370,000 active. AID 652010, 2013;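 active = inhibition above the mean over all tested compounds plus 3 SD, cut at about 3.6% in these data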;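 also: 0% = DAX-1 cells with DMSO and 100% = cells lacking DAX-1 with DMSO; higher inhibition means more luminescence from relief of DAX-1 repression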
# ssDAF-12 act = S. stercoralis DAF-12 nuclear receptor activators, primary screen, cell-based, luminescence, HEK293, GRIP1 co-expression, lit1-tk-luc; AID 652126, 2013; HEK293 ssDAF-12/GRIP1 lit1-tk-luc reporter; % of 3 µM dafachronic acid response; activation, % at 6.8 µM; 1% of 370,000 active;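 active = activation above the mean over all tested compounds plus 3 SD, cut at about 0.9% in these data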;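 also: 0% = DMSO-only wells and 100% = 3 µM delta7-dafachronic acid wells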
# SMARCA2 act = SMARCA2 (BRM) function activators, primary screen, cell-based, luminescence, high throughput; MG213 cells, MMTV-luciferase reporter, dexamethasone, overnight; AID 652017, 2013; 1% of 370,000 active; activation, % at 9.1 µM; in the data active = activation above about 7.8%;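 also: 0% = vehicle wells and 100% = reference activator wells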
# hgDAF-12 ag = H. glycines DAF-12 receptor agonists, primary screen, cell-based, luminescence, HEK293, GAL4 fusion, UAS-luciferase | 1.8% of 370,000 active | activation, % at 6.8 µM | Nuclear hormone receptor DAF-12 (Heterodera glycines), GAL4 fusion | HEK293 GAL4-hgDAF12 UAS-luciferase reporter, agonist luminescence; normalized to butyrate control;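 active = activation above a cutoff set at the mean of all screened compounds plus 3 SD, cut at about 10% in these data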;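 also: 0% = DMSO wells and 100% = sodium butyrate wells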
# MBD2 inh = inhibitors of MBD2 binding to methylated DNA, primary screen, biochemical, TR-FRET, DNA-binding domain, human; Methyl-CpG-binding domain protein 2 (Homo sapiens), Q9UBB5; MBD2 binding to methylated oligonucleotide; inhibition, % at 4.4 µM; 0.31% of 370,000 active; AID 686964, 2013; in the data active = inhibition above about 13%
# Rev-erbA mod = modulators of Rev-erb alpha DNA binding, primary screen, biochemical, FITC-DNA, fluorescence polarization, uHTS; Nuclear receptor subfamily 1 group D member 1 (Homo sapiens), P20393; Rev-erbα–FITC-DNA binding, 90 min; 0.79% of 370,000 active; activity, % at 10 µM;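 active = activity above about 14%, limit read from the data; passing the limit was not always enough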;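 also: 0% = DMSO wells with 35 nM protein and 100% = DMSO wells with 750 nM protein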
# PLCb3 inh = human PLC-beta3 inhibitors, primary screen, biochemical, fluorescence; 1-phosphatidylinositol 4,5-bisphosphate phosphodiesterase beta-3 (Homo sapiens), Q01970; Purified PLC-beta3, fluorogenic substrate; inhibition, % at 12.2 µM; 0.18% of 370,000 active; AID 720704, 2013; in the data active = inhibition above about 11%;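 also: 0% = median of compound wells on plate and 100% = full blocker control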
# DAX1 inh-2 = DAX1 (NR0B1) inhibitors, primary screen, cell-based, HEK293, Gal4-DAX1, luciferase luminescence; Nuclear receptor subfamily 0 group B member 1 (Homo sapiens), P51843; HEK293 Gal4-DAX1 luciferase reporter; inhibition, % at 6.75 µM; 0.99% of 340,000 active; AID 504766, 2011;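 active = inhibition above the mean over all tested compounds plus 3 SD, cut at about 4.2% in these data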;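 also: 0% = DAX1-transfected cells with DMSO and 100% = empty-vector control cells with DMSO; inhibition shows as a rise in luminescence from relieved DAX1 repression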
# Target sequence (P51843 207-470 limits assumed): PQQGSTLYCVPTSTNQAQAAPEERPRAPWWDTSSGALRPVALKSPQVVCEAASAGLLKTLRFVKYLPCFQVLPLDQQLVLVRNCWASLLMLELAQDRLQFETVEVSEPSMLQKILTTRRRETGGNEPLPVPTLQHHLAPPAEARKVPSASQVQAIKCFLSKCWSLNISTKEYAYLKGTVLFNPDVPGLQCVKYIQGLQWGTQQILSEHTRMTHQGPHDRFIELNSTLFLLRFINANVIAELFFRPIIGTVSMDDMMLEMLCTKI
# An asterisk follows results filed as active; i = inactive; nt = not tested or not shown. Rows are unselected; any-hit rate near 7.4%.
smiles	ADAM17 inh	PLC-gamma1 inh	hcDAF12 agonist	DAX1 inh-1	ssDAF-12 act	SMARCA2 act	hgDAF-12 ag	MBD2 inh	Rev-erbA mod	PLCb3 inh	DAX1 inh-2
Cc1ccc(S(=O)(=O)NNC(=O)C2CC=CCC2C(=O)O)cc1 (stereo unspecified)	-1	2	-0.1	0.2	-1.3	-2	-4.7	4	1	-2	0.5
COC(=O)C1=C(C)N(Cc2ccccc2)C(=O)N[C@H]1CCc1ccccc1	-3	3	-0.8	-0.7	-0.7	0	0.1	-1	0	0	0.0
O=C(NCC(=O)N(CCc1ccccc1)C(C(=O)NC1CCCCC1)c1ccncc1)c1ccco1 (stereo unspecified)	2	1	0.1	-0.1	-0.9	-4	4.7	5	-6	-4	-0.2
Cc1ccc(NS(=O)(=O)c2ccc(CCC(=O)NCCCOC(C)C)cc2)cc1	-2	0	0.2	-1.0	-1.9	2	-1.6	1	2	3	0.5
C=CCn1c(C(C)NC(=O)c2ccccc2C)n[nH]c1=S (stereo unspecified)	-1	2	-0.7	-0.6	-2.0	0	-3.7	-2	2	3	1.4
O=C1N(Cc2cccnc2)C[C@@H]2C[C@@H](c3ccc4nsnc4c3)N3CCC[C@@]123	-7	-7	0.0	-0.1	-0.9	-3	0.1	2	1	-8	-0.5
O=C(Cn1sc2ccccc2c1=O)Nc1ccccc1	0	1	1.0	0.6	-0.7	12*	3.3	-4	15*	-6	0.3
CCNC(=O)Nc1ccc2c(c1)c(=O)n(C)n2CC=C(C)C	i	i	-1.1	0.2	-1.4	-1	-0.4	0	-2	i	nt
Fc1ccc(NC(=S)N2CCCC2)cc1	-5	0	-0.2	0.2	-0.9	0	-0.9	2	1	4	1.6
C=CCN(Cc1nc(-c2ccc(OC)cc2)no1)C(=O)c1ccc2c(c1)OCO2	0	-5	-1.4	-0.4	-0.5	-4	-0.6	-2	-4	-9	-0.8
Cc1ccc(-n2c(=O)c3sccc3n(Cc3cc(=O)n4cc(Cl)ccc4n3)c2=O)cc1F	-6	-7	2.6	-0.3	-1.5	-2	0.6	1	-6	-6	-0.9
COc1ccc(S(=O)(=O)NCc2ccc(C(=O)NCCN(C)Cc3ccccc3)cc2)cc1	8	9.8*	-1.2	0.9	-0.7	-6	0.9	-3	-3	7	nt
NC(=O)c1cc([N+](=O)[O-])ccc1NCc1ccc(O)cc1	-2	1	-2.6	0.8	-1.5	2	-2.0	3	1	2	-0.6
CCN1C(=O)[C@H]2[C@@H](c3ccc(-c4ccc(F)cc4)c(OC)c3)N3CCCC[C@@]3(C(=O)OC)[C@H]2C1=O	8.6*	2	-2.6	-0.3	-0.7	-1	-1.3	2	0	-1	-0.2
O=C(Cn1nc(C(=O)O)c2ccccc2c1=O)NCC1CCCO1 (stereo unspecified)	-1	1	-0.8	0.4	-1.3	0	-0.9	-7	-1	0	-0.3
Cc1cccc(/C=N/Nc2cc(N3CCOCC3)nc(N3CCOCC3)n2)c1	3	-1	-1.1	1.4	-1.8	-1	-4.8	-5	3	-1	-2.4
CC(=O)c1ccc(OCCCCOc2ccc(C(C)=O)cc2)cc1	0	0	-0.3	-0.6	-0.3	3	-0.8	-7	6	-1	2.2
Cc1ccc(OCC(=O)N/N=C\c2ccc(C)o2)c([N+](=O)[O-])c1	1	3	-1.0	0.1	-0.8	0	-0.1	0	-4	3	0.2
Clc1ccc(/C=N/c2c(-c3ccco3)nc3ccccn23)cc1	-34	-146	-1.5	-0.1	-0.7	-1	-3.1	2	-3	-150	-0.6
COc1ccc(CN2C(=O)CS(=O)CC2=O)cc1OC	1	2	-1.4	0.2	-0.7	-1	2.0	-1	-1	5	0.1
COc1ccc(C2=NS(=O)(=O)N(C)C(C(=O)NC(C)c3ccccc3)=C2)cc1 (stereo unspecified)	-7	-63	-3.0	-1.0	-0.6	-4	-2.5	4	1	-93	1.2
CNC(=S)N(Cc1cccs1)Cc1cc2cc(OC)c(OC)cc2[nH]c1=O	-100	-18	0.7	1.4	-1.8	1	-0.6	0	1	-23	-0.8
CCNC(=S)NNC(=O)c1csc2ccccc12	-3	-3	-1.4	0.6	-1.7	1	1.0	-4	-3	0	1.2
Cc1ccc2[nH]c(=O)c(CN(CCCN3CCOCC3)Cc3nnnn3C3CCCC3)cc2c1	-19	-72	0.5	0.0	-1.0	-2	-1.5	-2	0	-71	-1.1
COC(=O)c1ccc(C)c(NC(=O)CCn2[nH]c(=O)ccc2=O)c1	-1	-2	0.7	0.1	-0.3	-3	-3.6	-3	4	2	-0.1
COc1ccc(CN2CCN(Cc3cccc(OC)c3)C(CCO)C2)cc1 (stereo unspecified)	0	2	-0.4	0.1	-1.4	-2	0.5	1	-1	-2	-1.0
COCCCNC(=S)N1CCCC(c2nc3cc(C)c(C)cc3[nH]2)C1 (stereo unspecified)	-1	4	-0.1	-0.7	-1.6	3	1.3	-4	-3	-1	0.1
CC(=O)N1CCN(S(=O)(=O)c2cccc(C(=O)OCC(=O)N3CC(=O)Nc4ccccc43)c2)CC1	4	-1	0.7	0.2	-0.9	-1	-1.7	1	5	4	0.3
Cc1n[nH]c(C)c1S(=O)(=O)NC(C)Cc1ccccn1 (stereo unspecified)	-1	4	1.6	0.0	-1.1	-6	3.4	2	0	1	nt
CC(C)c1ccc(CCNC(=O)c2ccc([N+](=O)[O-])cc2)cc1	5	3	-3.3	-1.2	-2.3	-1	-3.7	2	1	6	0.8

# Part of the list above in order of length of the SMILES, rising:
smiles	ADAM17 inh	PLC-gamma1 inh	hcDAF12 agonist	DAX1 inh-1	ssDAF-12 act	SMARCA2 act	hgDAF-12 ag	MBD2 inh	Rev-erbA mod	PLCb3 inh	DAX1 inh-2
COc1ccc(CN2C(=O)CS(=O)CC2=O)cc1OC	1	2	-1.4	0.2	-0.7	-1	2.0	-1	-1	5	0.1
COc1ccc(CN2CCN(Cc3cccc(OC)c3)C(CCO)C2)cc1 (stereo unspecified)	0	2	-0.4	0.1	-1.4	-2	0.5	1	-1	-2	-1.0
COC(=O)C1=C(C)N(Cc2ccccc2)C(=O)N[C@H]1CCc1ccccc1	-3	3	-0.8	-0.7	-0.7	0	0.1	-1	0	0	0.0
CC(=O)N1CCN(S(=O)(=O)c2cccc(C(=O)OCC(=O)N3CC(=O)Nc4ccccc43)c2)CC1	4	-1	0.7	0.2	-0.9	-1	-1.7	1	5	4	0.3
CCN1C(=O)[C@H]2[C@@H](c3ccc(-c4ccc(F)cc4)c(OC)c3)N3CCCC[C@@]3(C(=O)OC)[C@H]2C1=O	8.6*	2	-2.6	-0.3	-0.7	-1	-1.3	2	0	-1	-0.2

# The results go on.
smiles	ADAM17 inh	PLC-gamma1 inh	hcDAF12 agonist	DAX1 inh-1	ssDAF-12 act	SMARCA2 act	hgDAF-12 ag	MBD2 inh	Rev-erbA mod	PLCb3 inh	DAX1 inh-2
CCn1c(=O)n(CC)c2cc(NC(=O)CSc3ccc([N+](=O)[O-])cn3)ccc21	-2	1	-1.7	-0.5	-1.2	1	-0.3	4	0	-6	1.7
Cc1cc2c(c(=O)n1CC1CCCO1)C(c1ccc3c(c1)OCO3)C(C#N)=C(N)O2 (stereo unspecified)	-4	-1	-1.4	0.9	-0.9	0	0.3	4	6	0	-0.1
Cc1noc(/C=C/c2ccco2)c1S(=O)(=O)N1CCC(C(=O)N(C)Cc2ccccc2)CC1	2	-7	-1.3	-0.6	-1.7	-4	-2.9	-1	6	-8	-0.5
CN(c1ccccc1C(=O)Nc1ccc(CC#N)cc1)S(=O)(=O)c1ccccc1	-3	2	-1.1	-0.4	-0.6	0	-1.9	-3	4	0	0.7
Clc1ccc(OCCCn2cncn2)cc1Cl	-1	-3	-1.9	-0.1	-1.0	-2	-0.5	0	3	-2	-0.2
Cn1cccc1/C=C1\SC(=S)N(NC(=O)c2ccccc2Cl)C1=O	3	-2	-2.3	0.2	-1.2	-2	2.4	-8	0	-6	-0.3
CC1CCN(S(=O)(=O)c2ccc(C(=O)NCc3ccc4c(c3)OCO4)cc2)CC1	-1	8	-0.8	0.1	-1.8	-4	-1.3	1	-3	-3	0.1
CC(=O)C1=CCC(c2cccc(Cl)c2)N(S(=O)(=O)c2ccc(C)cc2)C1 (stereo unspecified)	2	-5	-2.8	-2.5	-1.9	-1	-2.0	0	8	-6	nt
Cc1cccc(C(=O)Nc2ccc(C(=O)/C=C/c3cccs3)cc2)c1	2	-7	-0.2	0.5	-1.2	7	6.2	1	-2	-6	-1.0
Fc1ccccc1-c1nc(-c2ccncc2)no1	-3	-1	3.6	0.7	1.1*	6	9.7	2	-1	-3	4.8*
CCN(CC)C(=O)C1=C(C)N(Cc2ccccc2)C(=O)C(CC(=O)NC2CCCC2)C1 (stereo unspecified)	-3	0	0.1	0.2	-1.0	3	3.5	-2	-1	0	-0.9
C[C@@H]1CN([C@H](C)CO)C(=O)c2cc(NC(=O)Nc3ccc(C(F)(F)F)cc3)ccc2O[C@H]1CN(C)Cc1ccc(Cl)c(Cl)c1	-2	-4	-0.2	0.1	-1.1	4	0.4	0	16	1	0.5
CC(C)(CO)NS(=O)(=O)c1ccc2c(c1)C(=O)c1cc(S(=O)(=O)NC(C)(C)CO)ccc1-2	-6	-6	-1.8	-0.1	-0.9	-2	-0.8	-4	4	-5	1.3
O=C(CCN1CCCCCC1)Nc1ccc2c(c1)OCCO2	1	7	-0.7	-0.3	-0.5	1	4.3	1	-3	-1	3.5
CCOC(=O)C(=O)N(C)c1c(CC)nc2c(OCc3cc(Cl)cc(Cl)c3)cccn12	-2	3	-2.7	-1.0	-1.7	-6	-3.4	-5	4	1	nt
Cc1ccc(NC(=O)Cn2c(=O)cnc3ccccc32)cc1S(=O)(=O)N1CCOCC1	-16	-17	-1.2	-2.1	-1.8	0	-0.9	-4	3	-24	-0.5
COc1ccc(CC(=O)O/N=C(\N)c2ccc(OC)cc2)cc1	-1	-1	1.3	0.0	-2.0	2	2.8	9	1	-12	0.3
